Screening data (PubChem BioAssay)
FEN1 inh = qHTS Assay for the Inhibitors of Human Flap endonuclease 1 (FEN1); 0.35% of 390,000 active; Potency, µM (top dose mostly 114 µM), without a hit: at the top dose activity change, negative = inhibition, hits mostly inhibitors; Recombinant FEN1 flap cleavage, fluorescence, 15 min; P39748; note: nearly all actives have a fitted effect of over 65% in size
Target sequence (P39748 whole entry, looked up): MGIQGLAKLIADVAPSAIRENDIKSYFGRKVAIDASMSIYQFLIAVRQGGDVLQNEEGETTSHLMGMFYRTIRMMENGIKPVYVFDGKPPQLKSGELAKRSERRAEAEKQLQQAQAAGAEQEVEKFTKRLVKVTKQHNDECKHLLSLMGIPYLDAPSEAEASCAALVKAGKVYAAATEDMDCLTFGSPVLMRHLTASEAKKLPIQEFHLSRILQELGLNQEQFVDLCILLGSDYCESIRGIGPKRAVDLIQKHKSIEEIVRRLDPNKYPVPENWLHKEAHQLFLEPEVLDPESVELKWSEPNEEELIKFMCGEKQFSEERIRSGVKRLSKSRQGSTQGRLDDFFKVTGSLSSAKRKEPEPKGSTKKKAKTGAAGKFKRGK
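Recombinant FEN1 (10 nM) was preincubated with pin-transferred compounds for 15 min at room temperature, then flap DNA substrate (50 nM final) was added. Plates were read at 0 and 15 min, and normalized concentration–response data were fitted to a four-parameter Hill equation.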
N370S GC = qHTS Assay for Inhibitors and Activators of N370S glucocerebrosidase as a Potential Chaperone Treatment of Gaucher Disease; N370S GC spleen homogenate, 4MU-glucoside fluorescence; Potency, µM (doses to about 59.4 µM), inactives show at the top dose activity change, negative = inhibition, usual class: inhibitors; 0.092% of 330,000 active;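 note: 0% = full enzyme activity and -100% = no enzyme basal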
KAT2A inh = qHTS Assay for Inhibitors of GCN5L2. Histone acetyltransferase KAT2A (Homo sapiens), Q92830. GCN5L2 HAT assay, ThioGlo1 CoA-SH fluorescence. Potency, µM (titrated, usually from 58.9 µM), without a hit: at the top dose activity change, negative = inhibition, usual class: inhibitors. 0.21% of 390,000 active. AID 504327, 2011
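GCN5L2 (20 nM) in 50mM HEPES pH 7.5, 0.1mM EDTA, 0.01% Tween-20 preincubated 15 min with compounds at room temperature. Reaction started with H3(1-25) 75uM, acetyl-CoA 70uM, ThioGlo1 50uM; CoA-thiol fluorescence (Ex340/Em540) read at 0 and 20 min.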
* = called active by the depositor; ? = inconclusive; · = not tested or not shown; & = joins results of further samples; [ ] = another dose, or the depositor's remark. Calls come from the whole dose curve; as a rule, active = well fitted curve in the direction sought with a large enough effect; inconclusive = small, poorly fitted or top-dose-only effect, or another doubt; inactive = no such curve, though single readings can be large; an effect the other way counts as inactive or inconclusive. Unless noted, % is set by controls: 0 for no effect and ±100 for the full control effect; potency is the fitted concentration of half-maximal effect. These rows are one share of the data (hit frequency here may not be typical).

Start of the listing, in advance, 17 compounds:
mol	FEN1 inh	N370S GC	KAT2A inh
Cc1ccc(C)c(N2CCN(C(=O)CCc3nc(-c4cccc(Cl)c4)no3)CC2)c1	2.8%	·	-6.6%
Cc1ccc(C(=O)c2oc3ccccc3c2NC(=O)c2cc(-c3ccccc3)on2)cc1F	0.4%	·	-9.7%
Cc1c(Cl)cccc1NC(=O)CCS(=O)(=O)c1ccc2c(c1)oc(=O)n2C	-0.1%	·	26.1%
CCOc1ccc(N2CC(NC(=O)c3ccc4c(c3)OCO4)CC2=O)cc1 (stereo unspecified)	20.8%	·	2.0%
O=S1(=O)CCN(Cc2ccccn2)CC1	-10.5%	3.3%	2.6%
COc1ccc(C)cc1NC(=O)CN1C(=O)c2cccc3cccc1c23	-17.5%	4.5%	-8.4%
Cc1ccccc1OCCn1c(=S)[nH]c2ccccc21	-0.6%	-0.9%	4.4%
O=c1nc2cccc3c2=c(/c1=C(\O)c1ccccc1)c1ccccc1c3=O	?	?	?
Cc1cccc(NC(=O)c2sc3nc4c(c(-c5cccs5)c3c2N)CN(C)CC4)c1	-23.5%	-12.1%	-14.3%
Cc1cc(NC(=O)CN2CCC(C)CC2)nc2c1c(=O)oc1ccccc12	16.6%	·	1.2%
COc1cccc(OC)c1C(=O)NCCc1sc(-c2cccc(F)c2)nc1C	1.6%	·	-8.1%
Cn1c(CN2CCCCC2)nc2cc(NS(=O)(=O)c3ccc(F)cc3)ccc21	-1.3%	-15.2%	-15.7%
Nn1c(SCc2cccc(Oc3ccccc3)c2)nnc1C(F)(F)F	-16.0%	-16.0%	-2.8%
NS(=O)(=O)c1ccc(NC(=O)CN2CCN(S(=O)(=O)/C=C/c3ccccc3)CC2)cc1	-2.6%	-2.4%	-15.6%
COc1ccc(CCNC2CC(C)N(C)CC2C)cc1OC (stereo unspecified)	8.1%	0.0%	-4.5%
CCOC(=O)CSc1nnc2c3ccccc3n(CC)c2n1	1.8%	-0.2%	-4.2%
Cc1ccc(S(=O)(=O)N(C)c2ccc(C(=O)Nc3cccnc3)cc2)cc1	4.1%	-13.1%	-27.0%

The listing (from the top)
mol	FEN1 inh	N370S GC	KAT2A inh
Cc1ccc(C)c(N2CCN(C(=O)CCc3nc(-c4cccc(Cl)c4)no3)CC2)c1	2.8%	·	-6.6%
Cc1ccc(C(=O)c2oc3ccccc3c2NC(=O)c2cc(-c3ccccc3)on2)cc1F	0.4%	·	-9.7%
Cc1c(Cl)cccc1NC(=O)CCS(=O)(=O)c1ccc2c(c1)oc(=O)n2C	-0.1%	·	26.1%
CCOc1ccc(N2CC(NC(=O)c3ccc4c(c3)OCO4)CC2=O)cc1 (stereo unspecified)	20.8%	·	2.0%
O=S1(=O)CCN(Cc2ccccn2)CC1	-10.5%	3.3%	2.6%
COc1ccc(C)cc1NC(=O)CN1C(=O)c2cccc3cccc1c23	-17.5%	4.5%	-8.4%
Cc1ccccc1OCCn1c(=S)[nH]c2ccccc21	-0.6%	-0.9%	4.4%
O=c1nc2cccc3c2=c(/c1=C(\O)c1ccccc1)c1ccccc1c3=O	?	?	?
Cc1cccc(NC(=O)c2sc3nc4c(c(-c5cccs5)c3c2N)CN(C)CC4)c1	-23.5%	-12.1%	-14.3%
Cc1cc(NC(=O)CN2CCC(C)CC2)nc2c1c(=O)oc1ccccc12	16.6%	·	1.2%
COc1cccc(OC)c1C(=O)NCCc1sc(-c2cccc(F)c2)nc1C	1.6%	·	-8.1%
Cn1c(CN2CCCCC2)nc2cc(NS(=O)(=O)c3ccc(F)cc3)ccc21	-1.3%	-15.2%	-15.7%
Nn1c(SCc2cccc(Oc3ccccc3)c2)nnc1C(F)(F)F	-16.0%	-16.0%	-2.8%
NS(=O)(=O)c1ccc(NC(=O)CN2CCN(S(=O)(=O)/C=C/c3ccccc3)CC2)cc1	-2.6%	-2.4%	-15.6%
COc1ccc(CCNC2CC(C)N(C)CC2C)cc1OC (stereo unspecified)	8.1%	0.0%	-4.5%
CCOC(=O)CSc1nnc2c3ccccc3n(CC)c2n1	1.8%	-0.2%	-4.2%
Cc1ccc(S(=O)(=O)N(C)c2ccc(C(=O)Nc3cccnc3)cc2)cc1	4.1%	-13.1%	-27.0%
Cc1ccc(NC(=O)C2CCN(S(=O)(=O)c3ccc4c(c3)CCCN4C(=O)C3CCC3)CC2)cc1	4.1%	·	0.8%
C=CCn1c(SC(C)C(=O)NC2(C#N)CCCCC2)nnc1-c1ccc(OC)cc1 (stereo unspecified)	-13.1%	18.7%	-6.7%
Cc1nc2c(c(=O)n1CCC1=CCCCC1)c1nc3ccccc3nc1n2/N=C/c1ccco1	-31.7%	9.5%	-26.6%

Compound profiles, from the list above:
Record of Cc1cccc(NC(=O)c2sc3nc4c(c(-c5cccs5)c3c2N)CN(C)CC4)c1 → FEN1 inh: -23.5%; N370S GC: -12.1%; KAT2A inh: -14.3%
Record of Cc1ccc(C)c(N2CCN(C(=O)CCc3nc(-c4cccc(Cl)c4)no3)CC2)c1 → FEN1 inh: 2.8%; N370S GC: ·; KAT2A inh: -6.6%

Next section
mol	FEN1 inh	N370S GC	KAT2A inh
CCCN(CC(=O)Nc1ccccc1C)C(=O)CC(NC(=O)c1ccccc1)c1ccccc1 (stereo unspecified)	12.0%	23.2%	1.1%
Cc1ccc(C(=O)/C=C/c2ccc(-c3ccccc3[N+](=O)[O-])o2)cc1	-0.1%	15.2%	?
COCCNC(=O)c1ccc2c(=O)n(Cc3ccco3)c(SCC(=O)NC3CCCCC3)nc2c1	-1.7%	-19.7%	16.3%
C/C(=N\NC(=O)c1c(C)nc2ccccn12)c1ccccc1F	-0.8%	-22.7%	0.4%
CCOc1ccc(NCc2nnc(SCc3ccccc3Cl)n2-c2ccccc2)cc1	-17.9%	-2.6%	4.4%
CCc1ccc(OCCSc2nc3ccccc3n2CCC(=O)O)cc1	17.2%	-1.5%	-11.6%
CCCC[C@H](NC(=O)[C@H](CC(C)C)NC(=O)CNC(=O)[C@@H](NC(=O)[C@H](Cc1ccccc1)NC(=O)[C@H](CO)NC(=O)[C@@H](N)CC(=O)O)C(C)C)C(N)=O	·	5.2%	0.1%
Cc1ccc(-n2c(O)c(C=Nc3ccccc3-c3n[nH]c(=S)[nH]c3=O)c3ccccc3c2=O)c(C)c1	?	10.4%	-10.3%
CC(NS(=O)(=O)c1ccc(F)cc1)C(c1cccs1)N1CCN(C)CC1 (stereo unspecified)	-1.8%	-19.4%	-3.6%
Cc1ccc(C)n1-c1ccsc1C(=O)CC#N	3.3%	-7.2%	1.1%
Cc1cccc(C(=O)N2CCN(c3ccccn3)CC2)c1	-3.0%	6.3%	3.1%
COc1ccccc1Cn1c(=S)[nH]c2cc(C(=O)NCCN3CCOCC3)ccc2c1=O	0.7%	4.2%	-25.7%
Cc1ccc(C(=O)NCCc2csc(-c3cccc(F)c3)n2)cc1C	-17.3%	·	-7.0%
O=C(CSc1ccc2nnc(-c3ccc(F)cc3)n2n1)NCc1ccco1	1.9%	12.6%	-1.5%
O=C(Cn1ccc2ccccc2c1=O)NCCC(=O)Nc1cccnc1	2.4%	4.7%	0.1%
CCN1C(=Nc2ccc(Cl)cc2)SC/C1=C\C(=O)OC	-17.2%	0.0%	-1.8%
CC1CCCN(c2ccc(C(=O)NCC3CCCO3)cn2)C1 (stereo unspecified)	0.2%	4.5%	1.3%
CC(OC(=O)c1oc2ccccc2c1COc1ccccc1)C(=O)NC(N)=O (stereo unspecified)	-1.8%	-6.8%	-7.5%
Cc1cccc2cc(C#N)c(NCc3ccccc3)nc12	-5.3%	7.8%	-20.7%
CC(C)(C)CC(=O)N1CCC(c2nc3c(nnn3Cc3c(F)cccc3Cl)c(=O)[nH]2)CC1	-0.1%	-4.6%	-8.4%
CCOc1ccc(CNC(=O)c2ccc(CSc3nc4ccncc4n3Cc3ccc(F)cc3)cc2)cc1	-11.6%	·	-5.3%
O=S1(=O)NC2CCCCCN2c2ccc(F)cc21 (stereo unspecified)	2.0%	·	-3.5%
COc1ccc(OC)c(NC(=O)Nc2cccnc2)c1	-4.0%	-11.2%	1.0%
Cc1ccc(CC2CC(=O)N(CCc3ccccc3)C2=O)cc1 (stereo unspecified)	-7.2%	-25.8%	3.1%
O=C(COc1cccc2cccnc12)N/N=C/c1ccccc1O	1.4%	17.2%	-13.7%
COc1ccc(C2OC(=O)CC2C(=O)N2CCN(c3cc(Cl)ccc3C)CC2)cc1OC (stereo unspecified)	-24.8%	-11.1%	-6.3%
CCn1c(SCC(=O)NC2=NCCS2)nnc1C(C)NC(=O)c1ccccc1F (stereo unspecified)	11.4%	-8.4%	-0.9%
CC1CC(C)CN(c2ncnc3c2cnn3C)C1 (stereo unspecified)	-8.9%	0.1%	-2.6%
O=C(c1cc(C(F)(F)F)cc(C(F)(F)F)c1)N1CCC2(CCN(Cc3ccncc3)CC2)CC1	·	-2.8%	8.7%
Cc1ccccc1OCC1CNC(=O)O1 (stereo unspecified)	-15.4%	4.4%	1.0%
Cc1ccc2cc3c(NC(=O)C(C)C)nn(C)c3nc2c1	-4.1%	0.8%	-4.1%
CC(=O)Cc1nsc(NC(=O)c2cc(-c3cccc(C(F)(F)F)c3)oc2C)n1	-1.7%	0.9%	-4.6%
CCOC(=O)C1CCN(c2nnc(N3CCCC3=O)s2)CC1	8.9%	-5.0%	-3.7%
Cc1cc(C(=O)N2CCCC(C(=O)c3ccc(Cl)cc3C)C2)no1 (stereo unspecified)	-8.3%	1.4%	-19.8%
COCCNS(=O)(=O)c1cc(-c2nn(C)c(=O)c3ccccc23)ccc1C	-12.0%	9.3%[2.35 µM]	-2.4%
Cc1cccc(C)c1N(CC(=O)N1CCN(c2ccccc2F)CC1)S(C)(=O)=O	-9.7%	-2.2%	12.7%
CC1CN(C(=O)C(C)OC(=O)c2ccc3ncsc3c2)CC(C)O1 (stereo unspecified)	-8.4%	·	-6.1%
CN(C(=O)COC(=O)c1cc(S(=O)(=O)N2CCCCC2)ccc1Cl)c1ccccc1	4.3%	·	-3.4%
COc1cc(OC)cc(C(=O)NCCNC(=O)c2ccccc2)c1	-4.6%	2.5%	1.0%
O=C(c1cccc(F)c1)N1CCCc2ccccc21	-3.1%	1.5%	-1.9%
CCSC1=N/C(=C\c2ccccc2)C(=O)N1c1ccc(OC)cc1	-20.2%	?	-4.2%
C=CCc1ccccc1OCC(O)CN(CC)CC (stereo unspecified)	-15.2%	6.2%	0.0%
O=C(c1ccccc1)n1ccc(-c2cccs2)n1	-5.4%	14.8%	0.1%
CCNC(=O)C1CCCN1S(=O)(=O)c1ccc(OC)cc1 (stereo unspecified)	-9.8%	10.0%	·
Cc1ccc(-c2cc(C(F)(F)F)n3nc(C(=O)NCC45CC6CC(CC(C6)C4)C5)cc3n2)cc1	10.7%	·	-2.3%
O=C(COC(=O)c1ccco1)NNC(=O)c1ccc(Cl)cc1	-6.3%	·	1.6%
CC[C@H](C)C(=O)N[C@H]1CCCN1C(=O)/C=C/c1ccccc1	16.9%	·	-11.8%
C[C@@H]1NS(=O)(=O)[C@H]2C[C@@H]3C=C[C@]2(O3)[C@H]1OC(=O)Nc1ccc(C(F)(F)F)cc1[N+](=O)[O-]	-9.3%&-12.4%	·	1.8%
c1ccc(-c2ccc3c(c2)c2c4n3CCN=C4CCC2)cc1	-22.6%	-8.4%	-16.8%
COc1ccccc1NC(=O)NC(N)=O	1.4%	1.9%	-18.9%
COc1ccc(OC)c(NC(=O)CSc2cn(CC(=O)N3CCCCCC3)c3ccccc23)c1	-15.4%	·	-13.1%
CN(Cc1nc2ccccc2c(=O)[nH]1)C(=O)c1ccc(S(=O)(=O)N2CCCC2)cc1	6.7%	·	-3.3%
CN(C1CCCCC1)S(=O)(=O)c1ccc2c(c1)c(=O)c(C(=O)N1CCc3ccccc3C1)cn2C	10.6%	27.2%	-1.3%
CC(C)c1ccc(S(=O)(=O)c2cnc(SCC(=O)Nc3cccc(C(F)(F)F)c3)nc2N)cc1	?	·	-16.7%
Cc1scc(C(=O)O)c1-c1c(C(=O)O)csc1C	4.7%	-20.1%	1.7%
C=CCn1c(=N)n(CC(=O)c2ccc(OC)cc2)c2ccccc21	-0.1%	-5.0%	1.7%
